TDP1 block = TDP1 (human) enzyme inhibition; recombinant TDP1, AlphaScreen DNA substrate cleavage; 350,000 compounds, 0.28% hits; Potency, µM (highest dose often 130 µM), for inactives: top-dose activity change, negative = inhibition, usual class: inhibitors; note: nearly all actives have a fitted effect of over 40% in size
Target sequence (Q9NUW8 whole entry, looked up): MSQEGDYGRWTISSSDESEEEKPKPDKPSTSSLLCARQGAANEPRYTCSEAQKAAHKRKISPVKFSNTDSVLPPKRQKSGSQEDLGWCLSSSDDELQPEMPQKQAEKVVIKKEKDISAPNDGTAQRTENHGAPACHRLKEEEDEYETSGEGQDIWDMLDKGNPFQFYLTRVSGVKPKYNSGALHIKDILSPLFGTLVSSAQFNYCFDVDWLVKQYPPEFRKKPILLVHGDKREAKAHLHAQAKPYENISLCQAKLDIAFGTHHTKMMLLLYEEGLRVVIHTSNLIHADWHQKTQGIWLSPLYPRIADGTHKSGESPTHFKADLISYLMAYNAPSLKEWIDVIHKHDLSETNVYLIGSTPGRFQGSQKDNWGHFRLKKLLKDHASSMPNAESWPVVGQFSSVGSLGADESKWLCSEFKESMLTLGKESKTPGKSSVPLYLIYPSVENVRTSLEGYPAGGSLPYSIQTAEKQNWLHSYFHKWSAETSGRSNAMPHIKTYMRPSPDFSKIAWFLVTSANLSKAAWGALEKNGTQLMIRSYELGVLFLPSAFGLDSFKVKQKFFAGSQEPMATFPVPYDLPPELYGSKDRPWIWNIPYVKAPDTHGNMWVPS
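AlphaScreen read-out: signal falls as enzyme removes the 3' tyrosine-FITC from a 5'-biotinylated DNA oligo (15 nM, 5 min, RT). Enzyme was E. coli-made recombinant Tdp1 at 1 nM, exposed to compound for 15 min beforehand; beads 10 ug/ml, 10 min.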
TDP1 cell noCPT = qHTS for Inhibitors of human tyrosyl-DNA phosphodiesterase 1 (TDP1): qHTS in cells in absence of CPT. DT40 Tdp1-/- hTDP1 cells, no CPT, ATP luminescence, 48 h. Potency, µM (doses to about 46.2 µM), inactives show at the highest dose activity change, negative = growth inhibition, most hits filed as inhibitors. 420,000 compounds, 15% hits. AID 686978, 2013; note: nearly all actives have a fitted effect of over 55% in size
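Luminescent ATP content (CellTiter-Glo) served as the growth readout. Knockout chicken DT40 cells expressing human TDP1 were exposed to compounds without camptothecin for a minimum 48 hr at 37 °C.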
GCN5L2 inh = GCN5L2 (KAT2A) acetyltransferase inhibition | AID 504327 | Potency, µM (top dose mostly 58.9 µM), for the others: top-dose activity change, negative = inhibition, most hits filed as inhibitors | GCN5L2 HAT assay, ThioGlo1 CoA-SH fluorescence | Q92830 | 390,000 compounds, 0.21% hits
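Enzyme at 20nM final was mixed with library compounds for 15 min at room temperature. Peptide H3(1-25) at 75uM, acetyl-CoA at 70uM and ThioGlo1 at 50uM were then added. Plates were read immediately and after 20 min (Ex340nm/Em540nm).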
Active calls of the source: *; u = inconclusive; x = no result given; & = joins results of further samples; [ ] = another dose, or the depositor's remark. Calls come from the whole dose curve; as a rule, active = well fitted curve in the direction sought with a large enough effect; inconclusive = small, poorly fitted or top-dose-only effect, or another doubt; inactive = no such curve, though single readings can be large; an effect the other way counts as inactive or inconclusive. % is set by controls: 0 for no effect and ±100 for the full control effect; potency is the fitted concentration of half-maximal effect. These rows are one share of the data; count on the stated rates, not on these rows.

Each structure is followed by: TDP1 block	TDP1 cell noCPT	GCN5L2 inh
- COCC(=O)Nc1ccc(N2CCCC2)c(S(=O)(=O)Nc2ccccc2OC)c1
    0%[56.1 µM]	-24%	-7%
- COc1cccc2cc(C(=O)N3CCc4ccccc4C3)c(=O)oc12
    4%	-23%	-4%
- Cc1cc(=O)[nH]c(N/N=C/c2ccccn2)n1
    6%	4.6µM*	0%
- CCc1nc(N2CCCC2C(=O)O)c2oc3ccccc3c2n1 (centres undefined)
    -2%	3%	-8%
- O=Cc1cnc(N2CCOCC2)nc1
    0%	-2%	-1%
- Cc1ccc(N(CC(=O)NCC(O)c2ccccc2)S(=O)(=O)c2ccc(C)cc2)cc1 (centres undefined)
    -1%	-23%	-8%
- CN1CCN(c2ccnc(-c3cccnc3)n2)CC1
    x	2%	-7%
- CC(C)(C)OC(=O)N[C@@H](Cc1ccccc1)c1nnc(S(=O)(=O)Cc2ccccc2)o1
    4%	x	31%[activator]
- O=C(O)c1cccc(Nc2ccnc(Nc3cccc(C(=O)O)c3)n2)c1
    x	34%[activator]	4%
- CCCCOc1ccc(CSc2n[nH]c(C)n2)cc1
    1%	u	-10%

Each structure is followed by: TDP1 block	TDP1 cell noCPT	GCN5L2 inh
- COC(=O)c1sccc1NC(=O)C1CC=CCC1C(=O)O (centres undefined)
    -2%	u	0%
- CCCC(=O)Nc1ccccc1-c1nnn(CC(=O)Nc2ccc(OC)cc2)n1
    6%	21µM*	-2%
- CCn1c2ccccc2c2nn(C)c(=N)nc21
    1%	18µM*	-4%
- CC(NC(=O)Cc1ccsc1)c1ccc(S(N)(=O)=O)cc1 (centres undefined)
    6%	2%	-1%
- CCOC(=O)c1ccccc1NS(=O)(=O)c1ccc(OCC)cc1
    u	13µM*	-4%[0.501 µM]
- Cc1cc(C)nc(-n2nc(C)c3c2N(Cc2ccccc2F)C(=O)CC3c2ccc(Cl)cc2)n1 (centres undefined)
    3%	23µM*	-2%
- COc1cn(-c2ccccc2)nc1C(=O)NCc1ccccc1
    8%	-19%	-1%
- O=C(CN1C(=O)c2cccnc2Oc2ccc(Cl)cc21)Nc1ccc(F)cc1
    x	u	u
- COc1ccc(CNc2nc3c(-c4cccc(C)c4)nnn3c3ccccc23)cc1
    -1%	u	3%
- CC(=O)c1cccc(OC(=O)c2ccc3c(=O)n4c(nc3c2)CCC4)c1
    0%	-5%	-14%

Each structure is followed by: TDP1 block	TDP1 cell noCPT	GCN5L2 inh
- CCC1CCCN1Cn1cnc2c([nH]c3ccc(Cl)cc32)c1=O (centres undefined)
    3%	u	-4%
- COc1ccccc1CCC(=O)Nc1cccc(S(=O)(=O)N2CCOCC2)c1
    1%	-14%	-3%
- Nc1ccc(Nc2ccncc2[N+](=O)[O-])cc1
    6%	-19%	-4%
- COc1ccc(C(=O)OCC(=O)NC(=O)Nc2ccccc2F)c(OC)c1
    0%	-8%	-5%
- O=C(NCc1ccc2c(c1)OCO2)C1CCN(S(=O)(=O)c2cccs2)CC1
    4%	-10%	-8%
- OC(CNCc1cccs1)c1ccccc1 (centres undefined)
    x	-15%	3%
- CC(C)C(=O)Nc1ccc(C(=O)NNC(=S)NC(=O)c2ccccc2[N+](=O)[O-])cc1
    5%	1%	0%
- NC(=Nc1ccc(N)cc1)C(N)=Nc1ccc(N)cc1
    13%	-12%	-1%
- Cc1cccc(C(=O)N/N=C2/SCC(=O)N2Cc2ccccc2)c1
    -2%	-16%	-9%
- Cc1[nH]c(=S)[nH]c(=O)c1Cc1ccc(OCC(C)C)cc1
    -5%	-4%	-16%

Each structure is followed by: TDP1 block	TDP1 cell noCPT	GCN5L2 inh
- COC(=O)c1ccc(N/C(C)=C/C(=O)c2ccc(C)o2)cc1
    -3%	-8%	0%
- COc1ccc(-c2nnc(SCC(=O)NNC(=O)Cc3ccccc3)n2C)cc1OC
    3%	23µM*	-1%
- CCOC(=O)c1c(NC(=O)c2cc(-c3ccc(Cl)cc3)on2)sc(C)c1C
    4%	-14%	-5%
- Cc1cc2c(cc1C)NC1(C(=O)Nc3ccccc31)C1=C(CC(C)(C)CC1=O)N2 (centres undefined)
    2%	u	x
- Cc1cccc(NC(=O)c2c(N)sc3c2CCC(C)C3)c1 (centres undefined)
    x	-55%	3%
- Cc1cc(C)nc(N2CCC(C(=O)NCc3ccccc3F)CC2)n1
    -1%	13%	2%
- CCc1noc(C)c1C(=O)N1CCC(CCC(=O)Nc2cccc(OC)c2)CC1
    0%	8.2µM*	-24%
- Cc1ccccc1CN1C(=O)c2ccccc2Sc2ccc(C(=O)NC3CCCC3)cc21
    8%	u	-5%
- C#CCOCCOCCOCCNc1nc(N2CCN(C(=O)[C@H]([C@@H](C)CC)n3cc([C@@H](N)CC(C)C)nn3)CC2)nc(N2CCN(C(=O)[C@H](CCCCN)n3cc([C@@H](N)C(C)CC)nn3)CC2)n1 (some centres undefined)
    4%	-11%	1%
- O=C(Nc1cccc(-c2ccc(N3CCOCC3)nn2)c1)c1ccc([N+](=O)[O-])cc1
    x	u	-2%

Each structure is followed by: TDP1 block	TDP1 cell noCPT	GCN5L2 inh
- CC(=O)c1cnc2c(-c3cccc(Br)c3)cnn2c1C
    5%	u	-2%
- COc1ccc(CNS(=O)(=O)c2ccccc2Br)cc1
    6%	x	-9%
- CCOc1ccc(N(C)S(=O)(=O)c2cc(-c3cnc(C)o3)ccc2OC)cc1
    1%	u	-2%
- CC#CC(=O)N1CCC(Oc2cccc(C(=O)NCc3ccccn3)c2)CC1
    3%	7%	-13%
- O=C(O)CC1S/C(=N\N=C2\C(=O)Nc3ccccc32)N(c2ccc(O)cc2)C1=O (centres undefined)
    x	22%	-1%
- CCOC(=O)N1CCN(C(=O)CSc2ncnc3sccc23)CC1
    6%	-23%	0%
- CN(C)c1cc[n+](CC(=O)N2CCCc3ccccc32)cc1
    2%	u	-5%
- CCc1cccc(NC(=O)c2ccc(Cn3nc(C)cc3C)o2)c1
    -1%	u	-5%
- COc1cccc(NC2=CC(c3ccc(C(C)C)cc3)N(c3cccc(OC)c3)C2=O)c1 (centres undefined)
    7%	u	-12%
- S=C(Nc1ccccc1)Nc1ccccc1Br
    2%	3%	-2%

Each structure is followed by: TDP1 block	TDP1 cell noCPT	GCN5L2 inh
- CC1CCN(Cc2nnnn2CCCC(=O)NCC(C)(C)N2CCOCC2)CC1
    3%	14%	-10%
- Cc1cnc(C(=O)NCc2ccc(F)cc2)cn1
    -5%[0.0935 µM]	-20%	-1%
- O=C(COC(=O)CCc1nc2ccccc2c(=O)[nH]1)Nc1ccc(OC(F)(F)F)cc1
    0%	4%	-8%
- Cc1nc(SCc2nc3ccccc3[nH]2)c2oc3cc(Br)ccc3c2n1
    0%	x	-4%
- COc1cc(C(=O)NCCc2csc3nc(-c4ccccc4C)nn23)cc(OC)c1OC
    9%	u	-15%
- CCN(C(=O)c1sc2nc3n(c(=O)c2c1C)CCCC3)c1ccccc1F
    4%	u	u
- C[C@H]([C@@H](N)C(=O)N[C@@H](C(=O)O)[C@@H]1O[C@H](n2ccc(=O)[nH]c2=O)[C@@H](O)[C@H]1O)[C@@H](O)c1ccc(O)cn1
    1%	21%	-7%
- Cc1ccccc1C(=O)Nc1cccc(C(=O)OCc2cc(=O)n3c4c(sc3n2)CCCC4)c1
    6%	u	-9%
- CCOc1ccc(NC(=O)CN(c2ccc(C)cc2)S(=O)(=O)c2cccs2)cc1
    -2%	22%	0%
- Cn1c(=O)oc2cc(S(=O)(=O)Nc3ccc(O)cc3)ccc21
    -1%	u	-18%&1%

A run of entries from further up, as a working copy:
Each structure is followed by: TDP1 block	TDP1 cell noCPT	GCN5L2 inh
- C[C@H]([C@@H](N)C(=O)N[C@@H](C(=O)O)[C@@H]1O[C@H](n2ccc(=O)[nH]c2=O)[C@@H](O)[C@H]1O)[C@@H](O)c1ccc(O)cn1
    1%	21%	-7%
- Cc1ccccc1C(=O)Nc1cccc(C(=O)OCc2cc(=O)n3c4c(sc3n2)CCCC4)c1
    6%	u	-9%
- CCOc1ccc(NC(=O)CN(c2ccc(C)cc2)S(=O)(=O)c2cccs2)cc1
    -2%	22%	0%
- Cn1c(=O)oc2cc(S(=O)(=O)Nc3ccc(O)cc3)ccc21
    -1%	u	-18%&1%

Continuation:
Each structure is followed by: TDP1 block	TDP1 cell noCPT	GCN5L2 inh
- CC(C)(C)c1ccc(NC(=O)Cn2cnc3cc([N+](=O)[O-])ccc3c2=O)cc1
    2%	u	-4%
- O=C(Cc1n[nH]c(=O)c2ccccc12)OCC(=O)c1ccccc1Cl
    -4%[0.505 µM]	-18%	0%
- COc1ccccc1S(=O)(=O)c1c(C)cc(C)[nH]c1=O
    x	4%	1%
- CN(C(=O)c1cc([N+](=O)[O-])ccc1N1CCCC1)C1CCCCC1
    8%	10%	-17%
- CCN1CCN(C(=O)CCc2nc3ccccc3c(=O)[nH]2)CC1
    4%	-4%	12%
- O=C(CNC(=O)c1ccco1)OCC(=O)c1ccc(Cl)cc1
    -2%	4%	3%
- S=C(Nc1ccccc1)N1CCN(Cc2ccccc2)CC1
    -5%	-6%	6%
- COc1ccc(/C=C/C(=O)OCC(=O)NCC2CCCO2)cc1 (centres undefined)
    3%	16%	-14%
- CN1C(=O)C(O)(c2sc(N)nc2-c2ccccc2)c2ccccc21 (centres undefined)
    1%	-8%	3%
- COC(=O)Cc1c(O)ccn(CCc2c[nH]c3ccc(OC)cc23)c1=O
    x	16%	-4%

Each structure is followed by: TDP1 block	TDP1 cell noCPT	GCN5L2 inh
- CCOC(=O)C(NCc1ccccc1)(NC(=O)c1ccccc1)C(F)(F)F (centres undefined)
    1%	0%	0%
- COc1ccc(CCNC(=O)C2CC(=O)N(C3CCCCC3)C2)cc1OC (centres undefined)
    5%	0%	-2%
- CCOc1ccc(C(=O)Nc2ccc(N3CCN(S(C)(=O)=O)CC3)cc2)cc1[N+](=O)[O-]
    -1%	-8%	1%
- CCO[C@H]1OC(C(=O)NC2CC2)=C[C@@H](c2c[nH]c3ccccc23)[C@@H]1CCCO
    2%	-4%	-1%
- COc1ccc(C23NCCN2C(=O)c2ccccc23)cc1 (centres undefined)
    x	11%	-9%
- Cc1ccc(C(=O)Cc2ccccc2)o1
    x	-1%	0%
- CCOc1ccc(N2C(=O)CS/C2=C(\C(Cl)=C(Cl)Cl)[N+](=O)[O-])cc1
    14%	u	-20%
- CCOc1ccccc1CNC(=O)c1cccc(NC(=O)c2nsc3ccccc23)c1
    0%	5.2µM*	-7%
- CC(C)(C)C(=O)Nc1cc(S(=O)(=O)Nc2ccc(Cl)cc2)ccc1O
    0%	-21%	-8%
- O=[N+]([O-])c1cccc(Cl)c1NCCNS(=O)(=O)c1ccccc1
    6%	-35%	-2%

Each structure is followed by: TDP1 block	TDP1 cell noCPT	GCN5L2 inh
- CCOC(=O)Cc1csc(NC(=O)CSc2nnnn2-c2ccc(CC)cc2)n1
    0%	-22%	-9%
- CC(C)c1ccc(NC(=O)CSc2ncnc3c2sc2ccccc23)cc1
    8%	u	-1%
- CCn1cc(C(=O)NC(C)CCc2ccccc2)c(=O)c2cc(S(=O)(=O)N(C)C)ccc21 (centres undefined)
    x	-28%	1%
- CCn1c(SCc2ccccc2)nnc1-c1cccs1
    0%	6.5µM*	-2%
- CCc1ccc(Nc2nc(N)nc(CSc3nc4ccccc4s3)n2)cc1
    4%&-3%	u	-9%&-21%
- O=C(NCCc1c[nH]c2ccccc12)C(=O)NCC1OCCN1S(=O)(=O)c1ccc(Cl)cc1 (centres undefined)
    4%	21µM*	-8%
- c1ccc2c(-c3nc(-c4ccncc4)no3)cccc2c1
    -4%	-18%	4%
- COc1ccc(S(=O)(=O)N2CCCCC2)cc1NC(=O)c1cccnc1SC
    -3%	-4%	-1%
- Cc1cccc(-c2nnn3c2nc(NCCc2ccc(S(N)(=O)=O)cc2)c2ccccc23)c1
    4%	16µM*	-12%&-23%
- O=C(NCc1cccc(F)c1F)C1CCC(=O)N(C2CC2)C1 (centres undefined)
    1%	14%	-6%

Each structure is followed by: TDP1 block	TDP1 cell noCPT	GCN5L2 inh
- Cc1cc(C)n(-c2nc3c(c(=O)[nH]c(=O)n3C)n2CCc2ccccc2)n1
    5%	u	-4%
- COc1ccc(Cc2nc(C(=O)NCc3ccccc3OC)cs2)cc1
    2%	u	-14%
- Cc1ccccc1OCc1nc(-c2ccc(NC(=O)c3ccco3)cc2)no1
    7%	23µM*	-5%
- CC(C)(C)CC(C)(C)NC(=O)Nc1cccc([N+](=O)[O-])c1
    -5%	16µM*	-18%
- COC(=O)c1c(C(=O)OC)c(C)n(Cc2ccco2)c1C
    0%	3%	-12%
- CC(C)N1CCC(N2CCN(Cc3cc4c(cc3Cl)OCO4)CC2CCO)CC1 (centres undefined)
    0%	-29%	-2%
- CCn1c(C)nnc1SCC(=O)Nc1ccc(N2CCOCC2)cc1
    3%	-9%	u
- S=P(c1ccc(N2CCOCC2)cc1N1CCOCC1)(N1CCOCC1)N1CCOCC1
    0%	-18%	9%
- CN(C)/C=C(\C#N)c1nc2ccccc2[nH]1
    6%	u	-18%

From PubChem
